High-throughput results (PubChem BioAssay)
TDP1 cell noCPT – qHTS for Inhibitors of human tyrosyl-DNA phosphodiesterase 1 (TDP1): qHTS in cells in absence of CPT; 15% of 420,000 active; Potency, µM (titrated, usually from 46.2 µM), for the others: at the highest dose activity change, negative = growth inhibition, most hits filed as inhibitors; AID 686978, 2013; DT40 Tdp1-/- hTDP1 cells, no CPT, ATP luminescence, 48 h; further: nearly all actives have a fitted effect of over 55% in size
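Camptothecin absent (DMSO only). Human TDP1-complemented DT40 knockout cells, 400 cells/well, 37 °C for minimum 48 hr; ATP measured via CellTiter-Glo, 30 min dark incubation, luminescence.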
KAT2A inh – inhibitors of human GCN5L2 histone acetyltransferase; 0.21% of 390,000 active; Potency, µM (series often up to 58.9 µM), for the others: at the highest dose activity change, negative = inhibition, most hits filed as inhibitors; Q92830; GCN5L2 HAT assay, ThioGlo1 CoA-SH fluorescence
Target sequence (Q92830 whole entry, looked up): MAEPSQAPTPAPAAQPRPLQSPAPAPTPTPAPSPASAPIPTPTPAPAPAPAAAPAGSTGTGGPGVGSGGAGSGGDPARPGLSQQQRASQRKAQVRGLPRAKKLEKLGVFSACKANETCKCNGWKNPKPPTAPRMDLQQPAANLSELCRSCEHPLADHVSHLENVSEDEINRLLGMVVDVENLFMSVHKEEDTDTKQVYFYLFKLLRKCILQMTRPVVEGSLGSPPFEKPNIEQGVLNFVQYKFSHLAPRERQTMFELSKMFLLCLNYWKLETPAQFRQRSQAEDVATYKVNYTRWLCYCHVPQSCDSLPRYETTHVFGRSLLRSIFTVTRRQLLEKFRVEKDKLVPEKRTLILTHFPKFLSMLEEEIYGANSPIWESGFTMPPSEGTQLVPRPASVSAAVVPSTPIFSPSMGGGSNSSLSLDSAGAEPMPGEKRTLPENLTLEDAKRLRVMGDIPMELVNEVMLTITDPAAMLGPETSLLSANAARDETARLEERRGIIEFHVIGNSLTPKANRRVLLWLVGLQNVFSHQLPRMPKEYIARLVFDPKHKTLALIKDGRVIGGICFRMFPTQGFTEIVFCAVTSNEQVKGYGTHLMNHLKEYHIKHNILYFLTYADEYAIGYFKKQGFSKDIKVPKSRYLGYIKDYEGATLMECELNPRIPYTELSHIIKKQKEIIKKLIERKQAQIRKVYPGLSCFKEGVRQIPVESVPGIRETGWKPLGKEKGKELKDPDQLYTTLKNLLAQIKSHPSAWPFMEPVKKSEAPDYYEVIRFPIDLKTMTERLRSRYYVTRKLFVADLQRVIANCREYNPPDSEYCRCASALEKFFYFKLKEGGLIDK
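ThioGlo1-coupled HAT assay: 20nM GCN5L2, 70uM acetyl-CoA, 75uM H3(1-25) peptide, pH 7.5. Fluorescence read at 340/540nm at start and after 20 min at room temperature.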
TDP1 cell CPT – DT40-hTDP1 cell growth loss with CPT; AID 686979; chicken DT40 Tdp1-/-;hTDP1 cells + 20 nM CPT, ATP luminescence, 48 h; 12% of 420,000 active; Potency, µM (doses to about 46.2 µM), without a hit: top-dose activity change, negative = growth inhibition, most hits filed as inhibitors; further: nearly all actives have a fitted effect of over 55% in size
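Chicken DT40 Tdp1-/- cells stably complemented with human TDP1 were seeded at 400 cells/well in medium containing 20 nM camptothecin, exposed to pin-transferred compounds, and grown at 37 °C for at least 48 hr. Viability was read as ATP luminescence.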
* = called active by the depositor; ? = inconclusive; . = no result given; [ ] = remark or other dose. The call rests on the fitted dose curve; in most records, active means well fitted curve in the direction sought with a large enough effect; inconclusive means small, poorly fitted or top-dose-only effect, or another doubt; inactive means no such curve, though single readings can be large; an effect the other way counts as inactive or inconclusive. On the % scale 0 is the no-effect control and ±100 the full control effect; potency means the concentration at half of the fitted maximal effect. Not all compounds are listed. The share of hits here may be higher or lower than overall.

SMILES	TDP1 cell noCPT	KAT2A inh	TDP1 cell CPT
CCCCOc1ccc(C(=O)NCC(=O)NCCOc2ccccc2OC)cc1	-7%	-9%	-16%
N#Cc1nc(-c2ccc(COc3ccccc3)o2)oc1NCc1cccnc1	?	-14%	?
Cc1ccc(NC(=O)COC(=O)c2ccc(-n3nc(C)cc3C)cc2)c(F)c1	-17%	-9%	-6%
COc1ccc(NC(=S)NNC(=O)c2ccccc2OC(F)F)cc1	18µM*	-3%	13µM*
O=S(=O)(N/N=C/c1cccnc1)c1ccc(Cl)c(Cl)c1	-25%	-4%	?
CCn1c(SCC(=O)N2CCCC2)nc2c1c(=O)n(C)c(=O)n2C	-7%	-7%	-22%
COc1cccc(CNC(C)C(=O)Nc2ccc3c(c2)OCCO3)c1 (centres undefined)	-11%	-1%	0%
COc1cccc2cc(-c3nnc(-c4ccccc4)o3)c(=O)oc12	-17%	-12%	1%
CCCCCCSc1ccc([C@@H]2[C@@H]3C(=O)N(CC)C(=O)[C@@H]3[C@]3(C(=O)OC)CCCCN23)cc1OC	26µM*	-14%	21µM*
Cc1ccnc(NC(=O)c2ccccc2NC(=O)c2ccccc2)c1	-22%	1%	-14%
CCOC(=O)c1c(SCC(=O)Nc2nc(C)cs2)nc(=O)[nH]c1C	5%	-7%	-11%
Cc1c(C(=O)N2CCC(C)CC2)oc2ccc3c(c12)C(O)CC1(CCCCC1)O3 (centres undefined)	?	-6%	16µM*
C/C(=N\Nc1cccc(C(F)(F)F)c1)c1ccc(O)cc1	-27%	-3%	-12%
O=C(Cn1c(=O)c2ccccc2n2nncc12)Nc1cccc(F)c1	?	-5%	0%
CCOc1ccc(C(=O)NCC(=O)Nc2ncccc2C)cc1OCC	19%	-4%	1%
Nc1ccccc1C(=O)N/N=C1\C2CN3CCN(C2)CC1(c1ccccc1)C3	7%	-9%	8%
Cc1ccc(SCCN2C(=O)NC(C)(C)C2=O)cc1	-8%	1%	5%
CC1CCN(S(=O)(=O)c2cccc(-c3nnc(-c4cccnc4)o3)c2)CC1	-97%	0%	-92%
CCn1c(=NC(=O)CS(=O)(=O)c2ccccc2)sc2cccc(OC)c21	13µM*	-12%	?
Cn1c(NCc2c[nH]c3ccccc23)nc2ccccc21	?	-3%	?
CC(C)(C)NS(=O)(=O)c1ccc(NC(=S)NC(=O)C2CC2)cc1	-29%	-5%	?
Cc1ccc2c(c1)N(C(=O)CCC(=O)NCCCN(C)Cc1ccccc1)CCO2	-25%	?	-20%
CCOC(=O)c1ccccc1NC(=O)c1ccc(F)cc1	-12%	0%	-11%
CC(=O)c1ccc(-n2c(CCC(=O)O)ccc2-c2ccc(Br)cc2)cc1	-14%	2%	-7%
CCN(CC)c1c([N+](=O)[O-])c(=O)n(C)c2ccccc12	?	-6%	7%
CCOc1ccccc1-n1c(SCC(=O)N2CCOCC2)nc2ccccc2c1=O	-30%	2%	1%
COc1ccc(C)cc1NC(=O)C1CC1c1ccccc1 (centres undefined)	-1%	.	4%
Cc1ccnc(NC(=O)CCC(=O)N(CC(=O)NCc2ccc(F)cc2)Cc2ccco2)c1	-28%	-3%	-4%
COCCCn1c(=N)c(C(=O)NC2CCCC2)cc2c(=O)n3cccc(C)c3nc21	23µM*	-6%	?
O=C(CSc1nc(-c2ccc(F)cc2)cs1)NCC1CCCO1 (centres undefined)	21µM*	-4%	-27%
COc1ccccc1NC(=O)NCCc1ccccc1	11%	-5%	-16%
Cc1ccc(NC(=O)CCc2nnc3n(CC(C)C)c(=O)c4ccccc4n23)cc1C	23µM*	-1%	26µM*
Cc1ccc(CNC(=O)CCCOc2cc(=O)n(C)c3ccccc23)o1	?	0%	?
CC(NC(=O)C1CC=CCC1C(=O)O)C1CC2CCC1C2 (centres undefined)	-5%	-17%	-1%
CC1=CC(=O)Nc2cncnc2N1	-3%	.	3%
Cc1nc(N)sc1N=Nc1ccccc1C(F)(F)F	?	2%	?
Cc1[nH]c2ccccc2c1C1=NNC(=Nc2ccc(F)cc2)SC1	?	-7%	?
COc1cccc(-c2nc(CS(=O)(=O)CC(=O)Nc3cccc(C)c3C)c(C)o2)c1	?	1%	?
C=CCOC1COC2C(OCC=C)COC12 (centres undefined)	-15%	.	14%
Cc1ccc(/C=N/NC(=O)CNC(=O)c2ccc(S(=O)(=O)N(C)C)cc2)o1	7%	-7%	10%
CCCN1C(=O)C(O)(CC(=O)c2ccc3c(c2)OCCO3)c2ccccc21 (centres undefined)	?	3%	?
Cc1c(Cc2ccccc2)c(=O)oc2cc(OCc3ccc(C(=O)O)cc3)ccc12	-5%	0%	2%
CC(=O)Nc1ccc(S(=O)(=O)N2CCc3cc4c(cc3C2)OCCCO4)cc1	?	-2%	21µM*
CCCCC(=O)N/N=C/c1ccc(Sc2cccc3cccnc23)o1	23µM*	-22%	?
Cc1ncc2c(c1CNS(=O)(=O)N(C)C)CCN(C(=O)c1ccc(-c3ccc(F)cc3)cc1)C2	?	.	8%[9.04 µM]
O=C(O)c1cccc2c1C(=O)c1ccccc1-2	-16%	-5%	3%
COc1cccc(-c2cn3c(n2)sc2cc(C(=O)NC4CCCCC4)ccc23)c1	?	-11%	?
CC(C)N(Cc1nc(-c2ccc(Cl)cc2)no1)C(=O)C12CC3CC(CC(C3)C1)C2	?	2%	?
C=CCN1CC2(c3ccccc3)CN(CC=C)CC(c3ccccc3)(C1)C2=O	?	-7%	?
O=C(Nc1cc(Cl)ccc1Cl)Nn1cnnc1	3%	-29%	15%
CN1CCN(C(=O)CCNC(=O)Cn2cnc3ccccc3c2=O)CC1	-14%	4%	26%
C=CCn1c(C)cc(C(=O)CN2NS(=O)(=O)c3ccccc3C2=O)c1C	3.7µM*	-12%	4.6µM*
COc1ccc(C(=O)N=c2nc(-c3ccccc3)n(-c3ccccc3)s2)cc1	?	.	13µM*
CCOc1ccccc1C(=O)NCC(=O)NCC1CCCCC1	-22%	-5%	-11%
COCc1cc(C)nc2sc3c(=O)n(-c4ccccc4C(F)(F)F)nnc3c12	-29%	-6%	?
O=[N+]([O-])c1cnn(-c2nc(-c3cccs3)cc(C(F)(F)F)n2)c1	-23%	-6%	5%
Cc1ccc(N2CC(C(=O)NC3CCSC3=O)CC2=O)cc1 (centres undefined)	2%	-3%	-9%
Cc1ccc(C)c(NC(=S)N(Cc2ccc(Cl)cc2)Cc2ccc(C(=O)O)cc2)c1	-2%	-11%	-26%
Cn1c(SCC(=O)Nc2ccccc2O)nnc1-c1ccco1	-1%	-10%	-3%
C[C@@H]1CN([C@@H](C)CO)C(=O)c2cc(NC(=O)CCC(F)(F)F)ccc2O[C@H]1CN(C)Cc1ccc(Cl)c(Cl)c1	?	-17%	21µM*

As entered above.
TDP1 cell noCPT, `CN1CCN(C(=O)CCNC(=O)Cn2cnc3ccccc3c2=O)CC1` stands at -14%
TDP1 cell CPT, `COc1ccc(C(=O)N=c2nc(-c3ccccc3)n(-c3ccccc3)s2)cc1` stands at 13µM*
TDP1 cell CPT, `C=CCn1c(C)cc(C(=O)CN2NS(=O)(=O)c3ccccc3C2=O)c1C` stands at 4.6µM*
KAT2A inh, `CC(C)N(Cc1nc(-c2ccc(Cl)cc2)no1)C(=O)C12CC3CC(CC(C3)C1)C2` stands at 2%

Part of the list above, limited to KAT2A inh and TDP1 cell noCPT.
smiles,KAT2A inh,TDP1 cell noCPT
Cc1ccc(N2CC(C(=O)NC3CCSC3=O)CC2=O)cc1 (centres undefined),-3%,2%
Cc1ccc(C)c(NC(=S)N(Cc2ccc(Cl)cc2)Cc2ccc(C(=O)O)cc2)c1,-11%,-2%

(listing goes on)
SMILES	TDP1 cell noCPT	KAT2A inh	TDP1 cell CPT
C/C(CCc1ccco1)=N/NC(=O)CCC(=O)Nc1cccc(Cl)c1	-2%	-12%	-13%
O=S(=O)(NCc1ccccc1)c1cccc2cccnc12	-6%	-2%	-13%
O=C(Nc1nc(=O)n(C(=O)c2cccc(C(F)(F)F)c2)s1)c1ccccc1	-13%	0%	?
Cc1nc2ccc(NC(=O)/C=C/C(=O)O)cc2nc1C	5%	?	9%
CCOC(=O)N1CCN(C(=O)c2cc3c(-c4cccc(OC)c4)nn(C)c3s2)CC1	23µM*	?	?
CCOc1cccc(CN2CCN(CCCc3ccccc3)C(CCO)C2)c1O (centres undefined)	6%	1%	?
CCCCN(Cc1cc2cc(C)ccc2[nH]c1=O)C(=O)c1ccccn1	?	-1%	?
CCN(CC)CCN1C(=O)c2ccccc2NC1c1ccc(C)cc1 (centres undefined)	?	-15%	-28%
CN1Cc2c(N3CCOCC3)nc(SCCC#N)c(C#N)c2CC1(C)C	-2%	-4%	?
Cc1ccc(C)c(NC(=O)c2cc3ccccc3o2)c1	-28%	3%	-2%
CC(C)NC(=S)Nc1ccc2cn[nH]c2c1	-24%	-8%	0%
CC(C)N(C=O)C1(C(=O)NC2CCCCC2)CCCCC1	-18%	-2%	-8%
ON=C1/C(=N\O)CC2(C/C1=N/O)OCCO2	?	-10%	?
COc1ccc(NC2CCCN(C(=O)CCCn3cncn3)C2)cc1OC (centres undefined)	7%	-11%	-13%
CCc1nccn1CCC(=O)NC1CC(C)(C)Cc2c1cnn2-c1ccc(C)cc1 (centres undefined)	?	-6%	?
O=C(c1ccncc1)N1CCC[C@@]2(CCN(c3cccc(-c4ccccc4)c3)C2)C1	?	-3%	?
COc1ccc(CN=C2Nc3ccccc3CS2)cc1	?	-10%	?
COc1ccccc1N1CCN(c2ccc(-c3nc(-c4ccccc4C)no3)cc2[N+](=O)[O-])CC1	10%	-7%	0%
CCN(CC)C(c1ccc(F)cc1)c1nnnn1C1CCCCC1 (centres undefined)	-4%	-6%	-8%
O=C(O)c1ccc([N+](=O)[O-])cc1	10%	.	12%
Cc1ccc(-c2nc3cccnc3s2)cc1NC(=O)C1c2ccccc2Oc2ccccc21	?	-1%	?
CCCC(NS(=O)(=O)c1ccc(Br)cc1)C(=O)O (centres undefined)	-6%	3%	-6%
C/C(=N/NS(=O)(=O)c1ccccc1)c1c[nH]c2ccccc12	2%	-21%	-24%
Cc1cc(C(=O)N/N=C/c2ccc(O)c(O)c2O)c(C)n1-c1ccccc1	3.3µM*	?	4.6µM*
Cc1cc([N+](=O)[O-])nn1Cc1ccc(C(=O)N/N=C/c2ccccc2)cc1	?	4%	-10%
CC(C)N1CCC(N2CCN(Cc3ccc(Oc4ncccn4)cc3)CC2CCO)CC1 (centres undefined)	-1%	3%	-8%
CC(C)C[C@@]12C(=O)N(c3cccc(F)c3)C(=O)N1[C@H](c1ccc(Br)cc1)[C@@H]1C(=O)N(C(C)(C)C)C(=O)[C@@H]12	21µM*	-7%	?
O=c1c(CCc2ccccc2)nc2cnc(N3CCNCC3)nc2n1C1CC1	?	-13%	?
C=CCNC(=O)c1n[nH]c2c1CC(C(C)(C)CC)CC2 (centres undefined)	?	-6%	?
Cc1ccc2c(CC(=O)N(CC3CCCO3)c3c(N)n(Cc4ccccc4)c(=O)[nH]c3=O)coc2c1 (centres undefined)	9%	-3%	-3%
CC1CN(C(=O)c2cccc(S(=O)(=O)N3CCN(c4ccccc4)CC3)c2)CC(C)O1 (centres undefined)	?	1%	15µM*
CCOC(=O)N1CCN(CC(=O)Nc2nc3ccccc3s2)CC1	-4%	-8%	-18%
Clc1ccc(CSc2nnc(/C=C/c3ccccc3)o2)c(Cl)c1	4%	-7%	5%
C=CCN(c1ccc(OC)cc1)S(=O)(=O)c1ccc(Cl)c(C(=O)OCC(=O)NC2CC2)c1	?	-2%	-10%
COCC(=O)OCC(=O)N1N=C(c2ccc(Cl)cc2)CC1c1ccco1 (centres undefined)	-29%	-9%	-25%
COc1ccc(CNC(=O)C2CCN(S(=O)(=O)N3CCCC3)CC2)cc1	-2%	0%	-9%
COc1ccc(-n2nc(C(=O)NCC(=O)Nc3cccc(Cl)c3)c3ccccc3c2=O)cc1OC	15µM*	-6%	15µM*
CCOC(=O)Cc1nn2c(=O)cc(C)nc2s1	-26%	51%[activator]	17%

Filtered by structure: those above containing a thiophene ring, fused or not.
SMILES	TDP1 cell noCPT	KAT2A inh	TDP1 cell CPT
COCc1cc(C)nc2sc3c(=O)n(-c4ccccc4C(F)(F)F)nnc3c12	-29%	-6%	?
O=[N+]([O-])c1cnn(-c2nc(-c3cccs3)cc(C(F)(F)F)n2)c1	-23%	-6%	5%
CCOC(=O)N1CCN(C(=O)c2cc3c(-c4cccc(OC)c4)nn(C)c3s2)CC1	23µM*	?	?
